Giardia FBPA inh – Giardia lamblia aldolase inhibition | A8B2U2 | 290,000 compounds, 0.71% hits | AID 2451 | purified Giardia FBPA | Potency, µM (doses to about 59.6 µM), inactives show at the top dose activity, negative = inhibition, usual class: inhibitors; further: potency means the concentration at half of the fitted maximal effect; nearly all actives have a fitted effect of over 55% in size
Target sequence (A8B2U2 whole entry, looked up): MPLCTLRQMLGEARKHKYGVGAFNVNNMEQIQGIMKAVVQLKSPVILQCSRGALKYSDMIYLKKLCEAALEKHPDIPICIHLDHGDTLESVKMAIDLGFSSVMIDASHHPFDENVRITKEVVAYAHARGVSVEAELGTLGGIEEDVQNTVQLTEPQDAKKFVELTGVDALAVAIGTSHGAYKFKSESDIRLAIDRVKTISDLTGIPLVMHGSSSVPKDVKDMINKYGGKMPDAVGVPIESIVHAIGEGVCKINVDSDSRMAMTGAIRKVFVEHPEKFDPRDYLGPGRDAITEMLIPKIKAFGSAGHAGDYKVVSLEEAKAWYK
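Giardia FBPA (40 nM reagent) was preincubated 10 min at RT with compound (up to 57.5 uM final), then substrate plus GAPDH/TPI/NAD/arsenate coupling system with diaphorase/resazurin was added; resorufin fluorescence (525/598 nm) was read after 20 min.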
HCMV inh – human cytomegalovirus inhibition. HFF cells, HCMV-luciferase reporter, 72 h; stronger effect = lower value. activity change, negative = inhibition, % at 57.5 µM. 410,000 compounds, 4.5% hits. AID 1259415; in the data active means activity change below about -60%; inconclusive means no clear call, values can overlap the other calls; inactive means above about -39%
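HFF cells seeded 16 h at 37C, treated with compounds, infected with luciferase-reporter HCMV at MOI 1 PFU/cell; luciferase read at 72 h post infection, normalized to buffer-only and Salinomycin controls.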
Sm TGR inh – S. mansoni TGR enzyme inhibition. Q962Y6. Potency, µM (doses to about 114 µM), inactives show top-dose activity change, negative = inhibition, usual class: inhibitors. AID 485364. 360,000 compounds, 3% hits. purified TGR, DTNB reduction, TNB absorbance 405 nm; further: potency means the concentration at half of the fitted maximal effect; nearly all actives have a fitted effect of over 60% in size
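Kinetic colorimetric format: TGR-catalysed, NADPH-driven DTNB reduction monitored via TNB absorbance. Enzyme dispensed at 20 nM; compound exposure 15 min at room temperature before reaction start.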
AmpC detergent – blocks E. coli AmpC beta-lactamase in detergent assay | 370,000 compounds, 0.041% hits | AmpC hydrolysis of nitrocefin, absorbance 480 nm, 0.01% Triton | P00811 | Potency, µM (top dose mostly 114 µM), inactives show top-dose activity change, negative = inhibition, most hits filed as inhibitors;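 further: potency means the concentration at half of the fitted maximal effect; 0% = no-compound wells and -100% = no-enzyme wells; nearly all actives have a fitted effect of over 25% in size; some results filed as inactive show a strong effect at the top dose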
Target sequence (P00811 whole entry, looked up): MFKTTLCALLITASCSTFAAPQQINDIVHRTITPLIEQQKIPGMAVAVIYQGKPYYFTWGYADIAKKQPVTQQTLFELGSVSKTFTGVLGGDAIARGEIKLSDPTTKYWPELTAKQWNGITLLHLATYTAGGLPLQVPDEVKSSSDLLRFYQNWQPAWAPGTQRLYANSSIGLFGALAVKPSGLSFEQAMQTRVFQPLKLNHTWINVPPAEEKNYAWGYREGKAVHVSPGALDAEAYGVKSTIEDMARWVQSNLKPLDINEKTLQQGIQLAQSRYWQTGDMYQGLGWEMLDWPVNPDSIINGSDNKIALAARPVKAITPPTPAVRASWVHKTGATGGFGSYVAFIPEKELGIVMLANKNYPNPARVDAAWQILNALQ
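20 mM phosphate pH 7.0 + 0.01% (detergent screen) or 0.0001% Triton X-100; 5.3 nM AmpC reagent; cpd preinc 15 min RT; nitrocefin (800 uM stock) to start; A480 q20 s × 4 min; Activity was normalised to no-enzyme and no-compound control wells.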
HCV inhibitor – blocks hepatitis C virus; Huh7.5.1 HCVcc-Cre infection, luciferase reporter, 44 h; Potency, µM (top dose mostly 41.8 µM), for the others: top-dose activity change, negative = inhibition, hits mostly inhibitors; 340,000 compounds, 3.4% hits; AID 651820; further: potency means the concentration at half of the fitted maximal effect
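Cells (1,000/well) were plated 4 h before compound, then infected with HCVcc-Cre virus (~0.5 moi). After 44 h further culture, infection was read as luciferase luminescence following a 15 min substrate incubation at room temperature.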
AMA1 RON2 block – disrupts binding of P. falciparum AMA1 to RON2. AlphaScreen AMA1-biotinylated RON2 peptide binding. Potency, µM (titrated, usually from 58.2 µM), for inactives: at the highest dose activity change, negative = inhibition, most hits filed as inhibitors. 360,000 compounds, 0.2% hits;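 further: potency means the concentration at half of the fitted maximal effect; 0% = vehicle wells and -100% = peptide control; nearly all actives have a fitted effect of over 45% in size; some results filed as inactive show a strong effect at the top dose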
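AMA1 (3D7) with his tag at 25 nM final met compounds first, then biotinylated RON2 peptide at 25 nM; detection used donor plus acceptor beads, 10 µg/mL apiece, read by AlphaScreen after 30 min at room temperature.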
* = called active by the depositor; ? = inconclusive; nt = no result given; & = joins results of further samples; [ ] = remark or other dose. Unless noted, the call rests on the fitted dose curve; in most records, active means well fitted curve in the direction sought with a large enough effect; inconclusive means small, poorly fitted or top-dose-only effect, or another doubt; inactive means no such curve, though single readings can be large; an effect the other way counts as inactive or inconclusive. Unless noted, on the % scale 0 is the no-effect control and ±100 the full control effect.

item	structure	Giardia FBPA inh	HCMV inh	Sm TGR inh
1	COc1ccc(CNC(=O)Cn2ncc3c(=O)oc4ccc(C)cc4c32)c(OC)c1	nt	4	-13%
2	CCOC(=O)C(=Cc1ccc(OCc2ccc([N+](=O)[O-])cc2)c(OC)c1)C(=O)OCC	-1%	42	-8%
3	COC(C(=O)Nc1ccc(Cl)cc1C)c1ccccc1 (configuration not stated)	-2%	-14	-4%
4	O=C(C(=O)N1CCCC1)c1c[nH]c2ccccc12	3%	15	-24%
5	CCOC(=O)COc1nc(C)c(Br)c(OC)n1	12%	-26	13%
6	S=C1NCN(Cc2ccccc2)CN1	-25%	11	9%
7	Cc1cc(=O)oc2c(C)c(OCC(=O)NCC3CCC(C(=O)O)CC3)ccc12 (configuration not stated)	-3%	4	1%
8	CCOC(=O)/C(=C/Nc1ccc(F)c(F)c1)[N+](=O)[O-]	-6%	nt	-30%
9	Cc1cccc2sc(NC(=O)Cn3c(C)csc3=O)nc12	nt	9	-25%
10	NC1=C(Cl)C(=O)c2ccccc2C1=O	nt	-13	nt
11	COc1ccc(C[C@H]2CN3C(=NC[C@@H]3Cc3ccccc3)N2CCNC(=O)c2ccc(C)c(Br)c2)cc1	5%	nt	11µM*
12	CN1C(=O)[C@H]2[C@@H](/C=C/c3ccccc3)N3C(=O)CN(Cc4ccccn4)C(=O)[C@@]3(Cc3ccccc3)[C@H]2C1=O	nt	21	nt

item	AmpC detergent	HCV inhibitor	AMA1 RON2 block
1	3%	nt	nt
2	1%	?	20%
3	?	-7%	19%
4	0%	6%	-6%
5	?	-4%	5%
6	8%	6%	-11%
7	-17%	16%	-1%
8	-3%	9%	4%
9	-17%	22%	18%
10	nt	8.9µM*	2%
11	9%	?	-16%
12	nt	11%	5%

Single values from the list.
In Sm TGR inh, COc1ccc(CNC(=O)Cn2ncc3c(=O)oc4ccc(C)cc4c32)c(OC)c1 has the entry -13%
In AMA1 RON2 block, NC1=C(Cl)C(=O)c2ccccc2C1=O has the entry 2%

(more compounds)
item	structure	Giardia FBPA inh	HCMV inh	Sm TGR inh
13	O=C(COc1cc(Cl)c(Cl)cc1Cl)NC(=O)Nc1ccc2c(c1)OCCO2	6%	96	4%
14	O=C(CNc1ccccc1)N/N=C/c1cn(-c2ccccc2)nc1-c1ccccc1	-1%	-29	-1%
15	C#CCOCCOCCOCCNc1nc(N2CCN(C(=O)CCCCCCCCCCNC(=O)[C@H](CO)n3cc(CCCSC)nn3)CC2)nc(N2CCN(C(=O)CCCCCCCCCCNC(=O)[C@H](CO)n3cc(CCCSC)nn3)CC2)n1	nt	-71*	-27%
16	CC(=O)c1c(C)[nH]c(C(=O)OCC(=O)Nc2sc3c(c2C#N)CCC(C)C3)c1C (configuration not stated)	5%	-29	-17%
17	Cc1ccc2c(Cl)cc(Cl)c(OCC(=O)NC(C)(C)C)c2n1	-8%	4	-20%
18	Cc1ccc(C(=O)N2CCN(c3ccc([N+](=O)[O-])c(NCc4ccco4)c3)CC2)cc1	nt	-37	-1%
19	Cc1ccc(C)c(-n2c(-c3ccc4c(c3)OCO4)n[nH]c2=S)c1	23%	66	24%
20	CCn1ccnc1CC1COc2ccccc2O1 (configuration not stated)	-1%	-1	-7%
21	Cc1cs/c(=N/C(=S)Nc2ccccc2)n1C	-2%	23	-2%
22	CC(CCc1ccccc1)C(=O)NO (configuration not stated)	0%	15	6%
23	Cc1ccccc1-c1nnc(SCC(=O)N(C)C2CCCCC2)o1	nt	?	-1%
24	CSc1ccccc1NC(=O)c1cc2c(=O)n3ccccc3nc2s1	0%	-34	-23%

item	AmpC detergent	HCV inhibitor	AMA1 RON2 block
13	1%	-2%	7%
14	0%	21%	0%
15	-14%	10%	11%
16	?	6%	0%
17	-3%	22µM*	63%[activator]
18	0%	?	-29%
19	3%	16%	75%[activator]
20	?	4%	-2%
21	12%	-8%	3%
22	-6%	13%	-2%
23	21%	nt	nt
24	-8%	6%	-7%

The listing continues:
item	structure	Giardia FBPA inh	HCMV inh	Sm TGR inh
25	CC(C)CC(=O)N1CC(=O)Nc2ccc(F)cc2C1c1ccccc1 (configuration not stated)	12%	15&11	10%&0%
26	O=C(CCN1CCCC1)Nc1ccc(Br)cc1	-14%	-6	-10%
27	Cc1cc(=O)[nH]c(SCC(=O)Nc2cc(S(=O)(=O)N(C)C)ccc2Cl)n1	5%	-36	-1%
28	Cc1cccc(-c2nc(CN3CCN(Cc4cccc(F)c4)CC3)c(C)o2)c1	-1%	-3	-25%
29	O=C(COCc1nc2ccccc2c(=O)[nH]1)NCC1CCCCC1	-1%	23	7%
30	CCc1ccc(NC(=S)NC2CC3CCCC(C2)N3Cc2ccccc2)cc1 (configuration not stated)	-3%	?	nt
31	COc1ccc(/C=N/NC(=O)CNS(=O)(=O)c2ccc(C)cc2)cc1	3%	-2	16%
32	O=C(Nc1ccc2c(c1)CCC2)c1cnccn1	-1%	90	-23%
33	CN(Cc1ccccc1OCCO)CC1CCCN(CCc2ccc(Cl)cc2)C1 (configuration not stated)	-1%	34	-17%
34	C/C(=N\Nc1nc(C)cc(-c2ccccc2)n1)c1cccc(N)c1	-18%	-34	-1%
35	COc1ccc(NC(=O)N(C)C[C@H]2Oc3ccc(NS(=O)(=O)c4ccccc4)cc3C(=O)N([C@H](C)CO)C[C@@H]2C)cc1	nt	?	nt
36	COc1ccc(CC(=O)N(CC2CCCO2)c2nc3ccccc3s2)cc1 (configuration not stated)	-5%	80	3%

item	AmpC detergent	HCV inhibitor	AMA1 RON2 block
25	-4%&5%	15%	10%
26	-4%	?	-3%
27	-3%	1%	16%
28	-10%	-18%	-19%
29	?	-8%	6%
30	-6%	10µM*	-5%
31	6%	?	1%
32	?	5%	17%
33	3%	?	-2%
34	?	6.3µM*	71%[activator]
35	nt	19%	33%[activator]
36	-12%	-11%	2%

More entries.
item	structure	Giardia FBPA inh	HCMV inh	Sm TGR inh
37	Cc1ccc([N+](=O)[O-])cc1-c1ccc(/C=N\n2nnnc2N)o1	5%	-1	1%
38	COCCn1c(SCC(=O)N2CCCCC2)nc2c([nH]c3ccccc32)c1=O	6%	-34	10%
39	CC(=C1C(=O)c2ccccc2C1=O)N1CCN(c2ccc(F)cc2)CC1	-15%	13	-33%
40	C=CCNC(=O)COc1coc(CN2CCN(C(=O)c3ccco3)CC2)cc1=O	nt	-9	-27%
41	Cc1ccc(NC(=O)CCn2c(=O)c3cccn3c3ccccc32)c(C)c1	-4%	?	-1%
42	CC(=O)Nc1ccc(NS(=O)(=O)Cc2ccccc2)cc1	11%	9	-28%
43	O=C(CSc1nc2ccccc2c(=O)n1Cc1ccco1)NCc1ccccc1	nt	-16	nt
44	Cc1cccc2c(N=Nc3ccc(S(=O)(=O)Nc4ccc(Cl)cc4)cc3[N+](=O)[O-])c(O)[nH]c12	1%	-1	nt
45	CCOC(=O)N1CCC(NC(=O)c2cnn(-c3ccc(OC)cc3)c2C2CCN(C(=O)OC(C)(C)C)CC2)CC1	nt	0	-9%
46	CCCn1nnc(NC(=S)NC(=O)CC)n1	5.6µM*	6	-8%
47	CCN(CC)C(=O)CSc1nc2sc3c(c2c(=O)n1CCOC)CCC3	8%	?	3%
48	CSCCC(NC(=O)c1ccccc1)C(=O)NC1CCCC1 (configuration not stated)	-1%	38	3%

item	AmpC detergent	HCV inhibitor	AMA1 RON2 block
37	2%	5%	-5%
38	-7%	-6%	0%
39	7%	3%	2%
40	-13%	7%	1%
41	?	?	-13%
42	-13%	-30%	1%
43	nt	-14%	-3%
44	-2%	?	-12%
45	-12%	nt	nt
46	0%	4%	24%
47	-8%	-23%	-1%
48	3%	16%	-4%

By substructure, the compounds so far containing a thiophene ring, fused or not (three)
item	structure	Giardia FBPA inh	HCMV inh	Sm TGR inh
16	CC(=O)c1c(C)[nH]c(C(=O)OCC(=O)Nc2sc3c(c2C#N)CCC(C)C3)c1C (configuration not stated)	5%	-29	-17%
24	CSc1ccccc1NC(=O)c1cc2c(=O)n3ccccc3nc2s1	0%	-34	-23%
47	CCN(CC)C(=O)CSc1nc2sc3c(c2c(=O)n1CCOC)CCC3	8%	?	3%

item	AmpC detergent	HCV inhibitor	AMA1 RON2 block
16	?	6%	0%
24	-8%	6%	-7%
47	-8%	-23%	-1%

(more compounds)
item	structure	Giardia FBPA inh	HCMV inh	Sm TGR inh
49	CNc1c(NS(=O)(=O)c2cc(OC)ccc2OC)c(=O)oc2ccccc12	2%	-8	-5%
50	C=CCn1c(SCC(=O)c2ccc(NS(=O)(=O)c3ccccc3)cc2)nnc1-c1cccs1	10%	31	?
51	O=C(c1ccc2c3c(cccc13)CC2)C1CCCN(Cc2ccc(OCCO)cc2)C1 (configuration not stated)	2%	-12	-5%
52	CCc1c(C)sc(NC(=O)Cn2nc(C(F)(F)F)c3c2CCCC3)c1C#N	-4%	16	1%
53	O=C(NCCc1ccccc1)C1CCN(S(=O)(=O)c2ccc(-c3nn[nH]n3)cc2)CC1	25%	-12	-7%
54	CCOC(=O)N1CCC(NC(=O)CS(=O)(=O)Cc2nc(-c3cccc(OC)c3)oc2C)CC1	nt	45	1%
55	CCOC(=O)C1CCCN(C(=O)C2CCN(C(=O)Nc3ccccc3)CC2)C1 (configuration not stated)	nt	89	0%
56	Cc1cc(OCCCCNC(C)C)cc(C(C)C)c1	-13%	-6	2%
57	Nc1nnnn1/N=C/c1ccccc1OCc1ccc(Cl)cc1Cl	0%	-16	2%
58	COC1=C(C)C(=O)C2=C(C1=O)C1C3CC4=C(C(=O)C(OC)=C(C)C4=O)C(CNC(=O)C(C)=O)N3C(C#N)C(C2)N1C (configuration not stated)	nt	-97*	nt
59	O=C(COC(=O)/C=C/c1ccc(F)cc1)Nc1ccc(S(=O)(=O)N2CCOCC2)cc1	nt	8	nt
60	COc1cccc(NC(=O)CN2C(=O)NC3(CCCC3)C2=O)c1	3%	-6	0%
61	O=C(N/C(=C/c1ccc(F)cc1)C(=O)N1CCCC1)c1ccccc1	7%	-2	?

item	AmpC detergent	HCV inhibitor	AMA1 RON2 block
49	-2%	12%	0%
50	4%	-2%	-4%
51	2%	-21%	-25%
52	?	12%	1%
53	?	7%	3%
54	?	?	0%
55	-20%	2%	3%
56	-12%	?	-27%
57	3%	?	-9%
58	nt	?	-2%
59	nt	6%	-4%[11.6 µM]
60	-9%	10%	11%
61	-9%	-5%	0%

Screens deposited in PubChem by National Center for Advancing Translational Sciences (NCATS).
